# Source: PubChem BioAssay (National Center for Advancing Translational Sciences (NCATS))
# IL2 activator = activators of IL-2. activation, % (series mostly up to about 46 µM). AID 652025. actives 0.065% (n = 360,000). IL-2 activation reporter assay, cell-based qHTS; stimulated with anti-CD3/CD4/CD28 beads; in transgenic mouse T cells; in the data active means activation above about 50%; inconclusive means mostly about 30% to 49%; further: 0% is about no effect
#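 Using fluorescent plate cytometry, EGFP and DsRed are detected in transgenic mouse T cells stimulated 18 h at 37 degrees C with antibody-coated beads after 60 min compound pretreatment.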
# GLP1R inv ag = inverse agonists of human GLP-1 receptor; HEK293 GLP-1R CRE-luciferase, luminescence, 24 h; GLP-1R form is constitutively active; actives 1.6% (n = 410,000); Potency, µM (doses to about 38.3 µM), for the others: at the top dose activity change, negative = inhibition, most hits filed as inhibitors; P43220; AID 624417; further: potency means the concentration at half of the fitted maximal effect; on the % scale 0 is the no-effect control and ±100 the full control effect; nearly all actives have a fitted effect of over 55% in size
# Target sequence (P43220 whole entry, looked up): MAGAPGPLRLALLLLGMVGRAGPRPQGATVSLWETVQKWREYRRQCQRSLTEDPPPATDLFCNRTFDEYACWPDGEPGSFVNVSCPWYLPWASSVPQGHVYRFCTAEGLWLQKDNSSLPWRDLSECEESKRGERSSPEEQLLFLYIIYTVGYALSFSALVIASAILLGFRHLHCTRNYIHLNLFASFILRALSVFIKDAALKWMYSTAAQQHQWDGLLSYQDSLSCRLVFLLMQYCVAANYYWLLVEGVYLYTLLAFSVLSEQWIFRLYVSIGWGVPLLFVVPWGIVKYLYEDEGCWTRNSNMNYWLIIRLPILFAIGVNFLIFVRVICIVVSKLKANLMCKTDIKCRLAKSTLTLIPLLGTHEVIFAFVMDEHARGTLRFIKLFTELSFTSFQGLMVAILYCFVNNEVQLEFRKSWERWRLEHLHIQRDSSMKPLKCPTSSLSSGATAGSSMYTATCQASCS
#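 Readout was luciferase luminescence, measured 12 min after detection reagent at room temperature. Beforehand, GLP-1R reporter HEK293 cells had sat 12 h, then received compounds for 24 hr at 37 deg C.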
# D3 antag = D3 dopamine receptor (human) antagonism. P35462. D3R cells, DiscoveRx beta-arrestin luminescence, antagonist mode; stronger effect = lower value. max response, negative = inhibition, %. actives 2.5% (n = 360,000). AID 652054; in the data active means max response below about -50%; inconclusive means no clear call, values can overlap the other calls; further: on the % scale 0 is the no-effect control and ±100 the full control effect; mostly tested at two doses, the higher about 12 µM
#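 Cells plated overnight at 1500 cells/well, then exposed to library compounds with dopamine controls for 90 minutes at 37 degrees C. DiscoveRx reagent added for 30–60 minutes at room temperature; luminescence read, quantitative HTS format.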
# GLP1R ag = agonists of human GLP-1 receptor; HEK293 GLP-1R CRE-luciferase, luminescence, 4-6 h; cells express a hypersensitive GLP-1R form; Potency, µM (top dose mostly 45.6 µM), inactives show at the highest dose activation, hits mostly activators; actives 0.007% (n = 380,000); AID 624172; further: potency means the concentration at half of the fitted maximal effect; % of control where 0% means no effect
# D3 ag = D3 dopamine receptor (human) agonism; D3R DiscoveRx beta-arrestin cells, luminescence, 90 min; max activation, %; P35462; actives 0.58% (n = 410,000); in the data active means max activation above about 30%; further: 0% is about no effect; mostly tested at two doses, the higher about 12 µM
#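 Agonist mode: compounds and dopamine controls were applied to plated cells for 90 min at 37 degrees C after an overnight attachment at 1500 cells/well. Luminescent read-out followed 30 - 60 minutes at room temperature with DiscoveRx detection reagent.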
# PI5P4Ka inh = inhibitors of human PI5P4K alpha; P48426; PI5P4Kalpha enzyme, ADP-Glo luminescence, 60 min; stronger effect = lower value; max response, %; actives 1.2% (n = 330,000); active means max response of -50% or lower; inconclusive means between -30% and -50%; inactive means -30% or higher; further: value at the top dose of about 77 µM; on the % scale 0 is the no-effect control and ±100 the full control effect
#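 Reactions run in 0.038 M HEPES pH 7.4, 0.28 mM EGTA, 0.1% CHAPS and 5% DMSO, with PI5P4Kalpha, substrate, compound and 5 microM ATP final, one hour at room temperature. Readout is ADP-Glo luminescence.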
# PLK1 PBD inh = blocks phosphopeptide binding to human PLK1 polo-box domain | P53350 | Plk1 PBD binding of FITC phosphopeptide, fluorescence polarization | Potency, µM, for the others: max response, negative = inhibition, most hits filed as inhibitors | actives 2.8% (n = 360,000) | AID 720504; further: potency means the concentration at half of the fitted maximal effect; series mostly up to about 57 µM; on the % scale 0 is the no-effect control and ±100 the full control effect; nearly all actives have a fitted effect of over 65% in size
# Target sequence (P53350 whole entry, looked up, the tested form may be a part): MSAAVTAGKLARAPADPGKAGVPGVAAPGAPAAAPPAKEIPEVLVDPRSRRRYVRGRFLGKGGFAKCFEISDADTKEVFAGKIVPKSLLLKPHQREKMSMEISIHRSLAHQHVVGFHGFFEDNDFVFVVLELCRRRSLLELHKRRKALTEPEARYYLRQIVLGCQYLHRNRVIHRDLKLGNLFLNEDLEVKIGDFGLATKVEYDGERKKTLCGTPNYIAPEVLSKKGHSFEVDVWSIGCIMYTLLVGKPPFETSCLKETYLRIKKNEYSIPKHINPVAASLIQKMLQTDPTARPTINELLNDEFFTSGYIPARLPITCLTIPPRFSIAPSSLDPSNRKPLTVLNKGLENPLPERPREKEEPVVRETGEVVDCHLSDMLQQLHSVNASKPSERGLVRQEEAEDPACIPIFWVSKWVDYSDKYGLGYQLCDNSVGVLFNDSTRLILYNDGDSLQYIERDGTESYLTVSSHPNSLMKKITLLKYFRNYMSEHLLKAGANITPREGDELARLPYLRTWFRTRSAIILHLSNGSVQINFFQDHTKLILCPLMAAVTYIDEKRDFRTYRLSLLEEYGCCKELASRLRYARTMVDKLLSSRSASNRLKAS
# GLP1R cytotox = cytotoxic in the GLP-1 receptor inverse agonist counter-screen; AID 624418; HEK293 cAMP-luciferase reporter cells, luminescence, 24 h; actives 0.13% (n = 410,000); Potency, µM (series often up to 38.3 µM), without a hit: top-dose activity change, negative = inhibition, usual class: inhibitors;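 further: loss of luciferase light is scored as toxicity; potency means the concentration at half of the fitted maximal effect; on the % scale 0 is the no-effect control and ±100 the full control effect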
#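 Seeding density was 200 cells/uL; after overnight-length (12 h) culture, 23 nL compounds went on for 24 h at 37 °C. Readout used a luciferase detection reagent, luminescence taken after 12 min at room temperature.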
# WRN inhibitor = inhibitors of human WRN helicase | Q14191 | WRN helicase unwinding, fluorescent forked duplex, kinetic | Potency, µM (doses to about 114 µM), for the others: top-dose activity change, negative = inhibition, actives largely listed as inhibitors | actives 0.46% (n = 360,000); further: potency means the concentration at half of the fitted maximal effect; on the % scale 0 is the no-effect control and ±100 the full control effect; nearly all actives have a fitted effect of over 55% in size
#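 WRN at 20 nM final preincubated with compound 15 min at room temperature; reaction started with 100 nM fluorophore/quencher forked duplex oligonucleotide and 2 mM ATP final. Unwinding followed kinetically by red fluorescence (ex 525, em 598 nm).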
# * hit, by the source's call; u = inconclusive; x = no result given; & = joins results of further samples; [ ] = remark or other dose. Unless noted, the call rests on the fitted dose curve; in most records, active means well fitted curve in the direction sought with a large enough effect; inconclusive means small, poorly fitted or top-dose-only effect, or another doubt; inactive means no such curve, though single readings can be large; an effect the other way counts as inactive or inconclusive.
Compound	GLP1R cytotox	D3 antag	IL2 activator	PI5P4Ka inh	GLP1R inv ag	WRN inhibitor	D3 ag	GLP1R ag	PLK1 PBD inh
Cc1cc(NS(=O)(=O)c2ccc(NC(=O)c3ccc(Cl)cc3[N+](=O)[O-])cc2)no1	2%	7	-0.6	1	4%	-26%	11	-6%	-5%
O=c1c2ccccc2nnn1CSc1nnc(-c2ccco2)o1	73%[activator]	9	-1.8	1	-9%	-9%	2	6%	-13%
Cc1[nH]n(-c2ccccc2)c(=S)c1C=Nc1ccc([N+](=O)[O-])cc1	u	u	-2.6	-79*	-21%	u	-2	-8%	2.7µM*
O=C(NCN1CCN(c2ccccc2F)CC1)c1ccccc1	-13%	u	0.4	-2	-8%	-1%	-2	-9%	-1%
CCOC(=O)c1c(NC(=O)CSc2nnc(N)s2)sc(C)c1-c1ccc(C)cc1	4%	68	-0.6	-22	u	-6%	43*	-5%	-3%
CC(C)C(=O)Nc1ccccc1C(=O)N/N=C/c1ccc([N+](=O)[O-])cc1	-7%	13	-3.8	0	-18%	-17%	0	-5%	-2%
Cc1nnc(SCCC(=O)Nc2nc(-c3ccccc3)ns2)s1	-24%	11	-1.5	-8	0%	-11%	1	-1%	0%
CCC(CC)C(=O)Nc1ccc(-c2cn3cccnc3n2)cc1	1%&-5%	-5	-0.4	-3	3%&3%	-6%	-3&6	-5%&6%	-7%
COc1ccc(-c2csc3ncnc(NCCN4CCOCC4)c23)cc1	u	16	-0.2	1	u	8%	5	-2%	-8%
COc1ccc2oc(=O)c(C(=O)N3CCN(c4ccccc4F)CC3)cc2c1	3%	3	-1.8	-1	-2%	0%	1	-9%	-3%
O=C(CSc1nc2c([nH]c3ccccc32)c(=O)n1-c1ccccc1F)Nc1cccc(C(F)(F)F)c1	-22%	x	x	x	11µM*	x	1	3%	x
CC1=NN(c2ccccc2)C(=O)/C1=C\c1ccc(Br)s1	3%	15	-2.5	9	11%	-13%[11.6 µM]	-1	3%	4.7µM*
CC1(c2nc3ccccc3[nH]2)c2ccccc2C(=O)N1Cc1ccccc1 (stereo unspecified)	1%	-55*	0.2	-8	-4%	-1%	-7	-3%	-10%
CCOC(=O)Cc1csc(NC(=O)c2ccc3c(c2)OCO3)n1	0%	6	-0.5	0	-3%	-4%	0	-3%	-9%
COc1ccc(/C=C2\SC(=S)N(C(C)C(=O)NC3C=CS(=O)(=O)C3)C2=O)cc1 (stereo unspecified)	-23%	-11	-1.4	-30	18%	2%	-3	7%	u
Cc1ccc(S(=O)(=O)N(C)C)cc1NC(=O)COC(=O)Cc1ccccc1F	-10%	16	-3.8	-2	8%	-3%	6	14%	1%
COc1cccc(-c2cccc(-c3nc(C(=O)Nc4ccc(-c5ccccc5)cc4)cc4c3[C@H](CCO)N(S(=O)C(C)(C)C)C4)c2)c1 (stereo partly specified)	4%	0	-0.8	0	-25%	-4%	10	8%	-17%
CCCCN(C(=O)C(C)N1C(=O)c2ccccc2C1=O)c1c(N)n(CC(C)C)c(=O)[nH]c1=O (stereo unspecified)	0%	0	0.5	1	1%	-2%	1	-17%	-2%
CCCCCC(=O)N1CCCCC1	6%	1	1.4	4	4%	13%	10	2%	-6%
COc1ccc(S(=O)(=O)N2CCOC2CNC(=O)C(=O)NCCc2ccc(OC)c(OC)c2)cc1C (stereo unspecified)	-24%	19	-0.6	7	1%	-9%	5	1%	-3%
CC(=O)c1ccc(S(=O)(=O)NC2CC(=O)N(c3ccc4c(c3)OCCO4)C2)cc1 (stereo unspecified)	4%	2	-0.4	-2	-4%	0%	9	12%	-10%
Cn1c(SCC(=O)N2CCCCC2)nc2c([nH]c3ccccc32)c1=O	2%	-3	-3.1	1	-6%	-7%	-2	1%	4%
COc1ccc(-c2csc(N(CC3CCCO3)C(=O)c3ccco3)n2)cc1 (stereo unspecified)	19%	2	-2.4	3	-3%	-9%	-4	19%	-7%
O=C(NCc1ccco1)C1CC(c2cc(C(F)(F)F)cc(C(F)(F)F)c2)=NO1 (stereo unspecified)	6%	0	-0.7	-8	u	-6%	-20	15%	-5%
Cc1ccc(CSCC(=O)NCc2ccco2)cc1	-5%	-8	1.0	-26	-7%	-15%	6	2%	-26%
COc1cccc(C(=O)CN(C(=O)c2ccc(Cl)c(Cl)c2)N2C(=O)c3ccccc3C2=O)c1	0%	-13	3.6	x	0%	-11%	-5	-9%	-23%
Cc1ccc(-c2nc(CN(CC3CCC3)CC3CCCO3)c(C)o2)s1 (stereo unspecified)	u	2	-1.0	-9	u	8%	-11	9%	-2%
COCCCn1nnnc1SCC(=O)Nc1ccc2c(c1)OCCO2	-14%	4	1.5	-5	2%	0%	4	-2%	-2%
Cn1ccnc1/C(=N\NC(=O)c1ccccc1)c1cccc([N+](=O)[O-])c1	0%	-19	-2.4	6	40%[activator]	-7%	-19	13%	-12%
O=C(NCc1ccc(F)cc1)c1cccc2c1C(=O)N(Cc1cccnc1)C2	-1%	12	-4.4	1	5%	2%	3	1%	27µM*
CCc1c(C)sc(NC(=O)c2cc(-c3ccc(O)cc3)on2)c1C#N	-4%	-15	-0.5	-30	8%	0%	-4	-3%	19µM*
COCCn1c(=S)[nH]c2ccc(N(C)C)cc2c1=O	156%[activator]	-16	0.0	-23	0%	0%[11.6 µM]	1	22%	-23%
CN(C)CCCNCCCNC(=O)/C(=N\O)c1ccccn1	-2%	-5	0.1	x	0%	2%	4	-6%	1%
Cc1ccccc1-c1nnnn1C1CCS(=O)(=O)C1 (stereo unspecified)	9%	-17	-0.3	0	14%	0%	-4	-3%	-7%
O=C(Nc1ccc(N2CCN(C(=O)c3cccs3)CC2)cc1)c1ccccc1Cl	5%	4	2.0	4	-22%	-12%	17	0%	-6%
CCc1noc(C)c1C(=O)N1CCCC(N2CCN(c3ccccc3F)CC2)C1 (stereo unspecified)	-10%	-15	-0.2	2	11%	4%	0	0%	-11%
O=C(CN1C(=O)c2ccc([N+](=O)[O-])cc2C1=O)Nc1ccccc1N1CCCC1	1%	-16	-1.6	0	8%	0%	5	8%	-9%
CSc1nc2c(c(-c3ccccc3)c1C#N)CCC2	3%	44	1.4	-3	8%	11%	2	-8%	1%
CCOC(=O)N1CCC(Nc2c(NCCN3CCN(c4cccc(Cl)c4)CC3)c(=O)c2=O)CC1	-5%	0	3.9	0	3%	-3%	6	-5%	-11%
COc1ccc(S(=O)(=O)N(CC(=O)NCC2CCCO2)Cc2ccccc2)cc1 (stereo unspecified)	-7%	2	1.3	-7	-16%	7%	-15	6%	-7%
CCC(C)(C)n1nnnc1C(c1cc2cc3c(cc2[nH]c1=O)OCO3)N1CCN(C)CC1 (stereo unspecified)	4%	-13	-3.6	x	5%	11%	-2	-10%	-6%
CCCn1c(SCC(=O)NCCc2ccc(OC)c(OC)c2)nc2c1c(=O)n(C)c(=O)n2C	-1%	12	1.3	x	8%	2%	8	-6%	-7%
COc1ccccc1N(C)S(=O)(=O)c1ccc(Cl)c(C(=O)NC2=NCCS2)c1	-1%	5	0.3	-10	-12%	5%[11.6 µM]	2	9%	-11%
O=C(Nc1cccc(CCc2ccccn2)c1)c1cc(F)c(F)cc1Cl	4%	-10	-3.4	-2	u	1%	11	7%	-19%
COC(=O)c1c(C(=O)OC)c(-c2cccc(F)c2)n2c1CS(=O)(=O)C2	2%	15	0.3	9	5%	3%	-36	15%	-9%
COc1ccc(CN(C(=O)CSc2nnc(-c3ccccc3F)o2)c2ccc(F)cc2)cc1	-3%	18	-0.7	x	u	-8%	9	6%	-8%
O=C(O)c1cc(-c2ccc(Br)s2)nc2ccccc12	0%	-2	-1.3	0	u	-7%	2	-2%	-7%
CCCCOc1ccc(C(=O)N2CCN(CC(=O)Nc3ccc(C)cc3)CC2)cc1OC	-2%	2	-0.3	-1	u	6%	2	16%	-13%
Cc1nnc(NC(=O)CSc2nnc(-c3ccc(S(=O)(=O)N4CCCC4)cc3)n2C)s1	-3%	19	-1.2	x	-2%	-6%	7	2%	-5%
O=C1NC(c2ccco2)Nc2ccccc21 (stereo unspecified)	7%	24	0.7	1	-9%	-1%	9	-2%	-3%
O=C(CSc1nnc(-c2cccnc2)n1Cc1ccccc1)N1CCOCC1	27%	-15	-1.8	x	0%	4%	-13	12%	-3%
COc1ccccc1NC(=O)Cn1c(CCC(=O)O)ccc1-c1ccccc1	11%	-20	2.1	4	-24%	2%	-1	7%	-5%
Clc1ccc(CSc2ccc(-c3ccco3)nn2)cc1	10%	-9	1.9	-11	14%	-5%	5	6%	-7%
O=C(NC1CCCC1)C(c1cc2c(cc1[N+](=O)[O-])OCO2)N1CCCC1 (stereo unspecified)	-6%[7.66 µM]	9	-0.5	2	18%[7.66 µM]	12%	-5	0%	3%
O=C(Nc1ccccc1)NC1CCN(CCCN2C(=O)c3ccccc3C2=O)CC1	-2%	7	-2.7	x	4%	-1%	0	-6%	0%
COc1ccc(OC)c(C2NC(=O)c3sc(=S)n(-c4ccccc4)c3N2)c1 (stereo unspecified)	3%	7	-1.3	x	43%[activator]	-8%	-34	-5%	u
O=C1CC2(CCN(C(=O)COc3ccccc3F)CC2)Oc2ccccc21	18%	10	-0.5	1	-6%	-12%	1	-5%	-9%
CCCCCN(C(=O)NC(=O)Nn1cnnc1)S(C)(=O)=O	27%	-4	-0.3	x	4%	-11%[57.1 µM]	-10	15%	-2%
O=c1c2ccccc2c2ccccc2c(=O)n1Nc1ccccc1	-24%	-2	-0.6	0	u	14%	4	-3%	-8%
CCCCOc1cc(CC2CNC(=O)N2)ccc1OC (stereo unspecified)	0%	0	0.3	2	51%[activator]	2%	-21	-3%	-3%
